High-throughput results from PubChem.
KLF5 inhibitor – kruppel-like factor 5 inhibition | DLD-1 KLF5 promoter-luciferase reporter, luminescence | inhibition, % at 5 µM | 290,000 tested, 0.23% active | AID 1700;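 active = inhibition above a per-plate limit of that plate's mean compound inhibition plus 3 SD, cut at about 60% in these data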;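 also: 0% = DMSO wells and 100% = LY294002 at 200 µM; higher means less KLF5 promoter-driven luciferase light; inactives centre near -14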
SKKanGAS inh – inhibitors of SKKanGAS S. pyogenes growth in kanamycin (SK-promoter or general growth effect) | inhibition, % at 7.5 µM | 300,000 tested, 1.3% active | BacTiter-Glo, 6 h;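 active = mean replicate score, as percent of positive control median, at least 50; inconclusive = mean below 50 but one replicate at or above 50; inactive = mean and every replicate below 50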;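 also: strain carries kanamycin resistance gene driven by streptokinase promoter and grows in 40 µg/ml kanamycin; loss of luminescence reflects streptokinase promoter inhibition or plain growth inhibition; 0% = median of DMSO wells and 100% = positive control at its reference dose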
HIF activator – HIF pathway transcriptional activation; AID 1910; U2OS HRE-luciferase reporter, luminescence; normalized: DMSO 0%, desferrioxamine 100%; 300,000 tested, 0.32% active; activation, % at 7.5 µM (by protocol);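 active = mean activation of at least 10% of the iron chelator positive control signal, with at least half of replicates also reaching 10%; inconclusive = mean and replicate majority disagree about reaching 10%; inactive = mean and most replicates under 10%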
TRPC6 inhibitor – mouse TRPC6 channel inhibition | HEK293-TRPC6, membrane potential dye, ACh-evoked depolarization; active compounds read low | 310,000 tested, 1.1% active | B-score at 10 µM | Q61143 | AID 2553;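 active = B-score under library mean minus 3 SD, initial fluorescence not abnormally high, positive integrated signal ratio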;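 also: B-score derived from integrated fluorescence ratio over the kinetic read; more negative B-score means stronger inhibition of depolarization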
TRPC6 activator – activators of mouse TRPC6 channel. HEK293-TRPC6 membrane potential dye fluorescence; active compounds read high. 310,000 tested, 0.13% active. Q61143. B-score at 10 µM;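 active = B-score of the integrated fluorescence ratio above library mean plus 3 SD, and starting fluorescence ratio within library mean plus 5 SD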;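 also: higher score means more depolarization so channel activation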
TRPC4 agonist – activators of mouse TRPC4 channel; 310,000 tested, 0.49% active; HEK293 TRPC4beta/mu-opioid, Fluo4 calcium fluorescence; active compounds read high; B-score at 10 µM;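 active = B-score above 5 SD of library B-scores, and initial fluorescence ratio not above library mean plus 5 SD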;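 also: positive B-score marks a calcium rise read as TRPC4 activation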
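Assay system: HEK293 stable line with TRPC4beta plus mu-opioid receptor; schedule: 45 min room-temperature Fluo4 loading, 110 s read; technique: kinetic Fluo4 calcium fluorescence; evaluation: integrated baseline-normalised fluorescence ratio, converted to per-well B score; controls: buffer (low) and maximal DAMGO (high)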
IEC-6 cytotox – IEC-6 cytotoxicity, counter-screen for KLF5 inhibitors; luminescence viability; 290,000 tested, 0.78% active; inhibition, % at 5 µM; in the data active = inhibition above about 22%;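 also: 0% = plate median of test compound wells and 100% = cytotoxic reference compound wells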
aSyn 5UTR inh – 5' untranslated region of α-synuclein, MLPCN primary screen; inhibition, % (tested at 7.5 µM); alpha-synuclein 5'UTR reporter, inhibitor activity; 300,000 tested, 0.82% active; AID 1813; in the data active = inhibition above about 60%; inconclusive = no clear call, values can overlap the other calls;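 also: H4 neuroglioblastoma cells stably carrying SNCA 5'UTR luciferase fusion; 0% = DMSO wells and 100% = positive control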
MrgX1 antag – human MrgX1 receptor antagonism, primary screen; Q96LB2; MRGX1-HEK293 calcium flux, Fluo-4, BAM8-22 antagonism; active compounds read low; B-score at 10 µM; 310,000 tested, 1.3% active; AID 588676;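 active = calcium-response B-score plate-corrected more than 3 library SD below zero, starting fluorescence within 5 deviations, no agonist response on first addition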;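 also: peak minus trough fluorescence over baseline after final BAM8-22 challenge near maximal dose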
Target sequence (Q96LB2 whole entry, looked up): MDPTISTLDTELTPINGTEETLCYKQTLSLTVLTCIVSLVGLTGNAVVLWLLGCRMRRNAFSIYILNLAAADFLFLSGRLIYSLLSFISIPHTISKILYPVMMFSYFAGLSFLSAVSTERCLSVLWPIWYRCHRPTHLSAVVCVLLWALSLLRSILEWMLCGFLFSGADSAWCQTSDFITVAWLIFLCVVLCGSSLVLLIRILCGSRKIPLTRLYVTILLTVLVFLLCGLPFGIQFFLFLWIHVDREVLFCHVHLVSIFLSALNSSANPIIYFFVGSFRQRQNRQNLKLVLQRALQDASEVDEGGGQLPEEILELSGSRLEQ
TRPC4 potent – TRPC4 (mouse) allosteric potentiation; B-score at 10 µM; 310,000 tested, 0.42% active; HEK293 TRPC4beta/mu-opioid, DAMGO EC20, Fluo-4 Ca2+ flux; active compounds read high; AID 2227;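 active = B-score of calcium response area above 5 SD of library B-scores, with initial fluorescence ratio within 5 SD of library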;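 also: B-score of integrated fluorescence ratio over time as area under calcium response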
TRPC4 inh – TRPC4 (mouse) channel inhibition; Q9QUQ5; 300,000 tested, 0.39% active; HEK293 TRPC4beta/mu-opioid, DAMGO-evoked Fluo4 calcium flux; active compounds read low; B-score at 10 µM; AID 2247;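 active = B-score over 3 SD under the library average, no early fluorescence shift, positive overall ratio signal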
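Assay system: Stable TRPC4beta/mu-opioid receptor HEK293 cells | Reagent: DAMGO in two steps, submaximal then maximal | Compound dosing: Single concentration per test compound | Signal: Fluo4 Ca2+ flux fluorescence | Evaluation: Per-well B score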
Active calls of the source: *; i = inactive; ? = inconclusive; . = not tested or not shown. Rows are unselected. Share with any hit: about 5.8%.

SMILES	TRPC4 inh	TRPC6 activator	IEC-6 cytotox	MrgX1 antag	SKKanGAS inh	aSyn 5UTR inh	KLF5 inhibitor	TRPC6 inhibitor	TRPC4 potent	HIF activator	TRPC4 agonist
CCN(CC)S(=O)(=O)c1ccc(Cl)c(C(=O)NC2CCCC2)c1	i	i	2	i	-2	-19	-8	i	i	-4.4	i
COC(=O)[C@H](Cc1ccccc1)NC(=O)NCc1ccc(C)cc1	i	i	6	i	6	-8	-17	i	i	-0.3	i
CC1CC1c1ccc(/C=C(\C#N)C(=O)Nc2ccccc2Cl)o1 (stereo not drawn)	i	i	2	i	-7	-192	-20	i	i	1.4	i
CCN1CCN(C(=O)c2ccc3c(=O)n(Cc4ccccc4OC)c(=S)[nH]c3c2)CC1	.	i	3	i	3	17	-21	i	i	-0.2	i
CCCCC(=O)Nc1cc2nn(-c3ccc(OC)cc3)nc2cc1C	i	i	-5	i	-4	-67	-15	i	i	1.7	i
CCC(C)NC(=O)c1cc(-c2ccc(OC)cc2)on1 (stereo not drawn)	i	i	1	i	-5	-118	-150	i	i	1.2	i
COC(=O)c1ccc(OC(=O)CN2C(=O)c3ccccc3C2=O)cc1	i	i	4	i	3	5	-18	i	i	-0.3	i
O=C(Cn1cc(C(F)(F)F)cc(Cl)c1=O)NCCc1ccc(Cl)cc1Cl	i	i	-10	i	-3	21	-10	i	i	-1.7	i
Cc1[nH]c2ccccc2c1/C=N/NC(=O)CCC(=O)NCc1ccccc1	i	i	-4	i	-1	29	6	i	i	-0.1	i
Cc1cccc(C)c1NC(=O)C1(N2CCN(C(=O)c3ccco3)CC2)CCCCC1	i	i	0	i	-6	1	-9	i	i	-42	i
Cc1ccc(S(=O)(=O)N2CCOCC2)cc1NC(=O)COc1ccc2c(C)cc(=O)oc2c1	i	i	-12	i	5	-2	-20	i	i	0.2	i
CSCC[C@H](N)C(=O)NCC1CCC(C(=O)Nc2ccc3c(c2)OCO3)CC1 (stereo partly drawn)	i	i	-3	i	0	12	5	i	i	-0.2	i
COCCCN1C(=O)C(=O)/C(=C(/O)c2ccc(OC(C)C)c(C)c2)C1c1ccncc1 (stereo not drawn)	i	i	-6	i	-5	-5	-21	i	i	-0.3	i
CC(=O)Nc1ccccc1OCC(=O)NCCc1ccc(Cl)cc1Cl	i	i	-6	i	7	-18	-16	i	i	0.2	i
COC(=O)C1=C(N)Oc2cc(C)n(CC3CCCO3)c(=O)c2C1c1ccc(Cl)cc1 (stereo not drawn)	i	i	-8	i	11	3	-24	i	i	0.1	i
O=C(CCC(=O)N1CCOc2ccccc21)NC1CCCCCC1	i	i	-5	i	-5	7	3	i	i	0.3	i
CC1(C)Cc2noc(N)c2C(C)(C)N1OC(=O)c1ccccc1	i	i	2	i	-4	4	1	i	i	-0.2	i
CCC(=O)N1c2ccccc2C(N(C(C)=O)c2ccccc2)CC1C (stereo not drawn)	i	i	4	i	0	1	-30	i	i	?	i
COc1cc(NC(=O)C2CCCCC2)c(OC)cc1NC(=O)c1ccco1	i	i	2	i	8	2	-4	i	i	0.9	i
COc1ccc(C)cc1S(=O)(=O)N1c2ccccc2CC1C (stereo not drawn)	i	i	3	i	-6	15	-12	i	i	-0.1	i

Brought forward from above: two compounds, then new ones.
SMILES	TRPC4 inh	TRPC6 activator	IEC-6 cytotox	MrgX1 antag	SKKanGAS inh	aSyn 5UTR inh	KLF5 inhibitor	TRPC6 inhibitor	TRPC4 potent	HIF activator	TRPC4 agonist
COc1cc(NC(=O)C2CCCCC2)c(OC)cc1NC(=O)c1ccco1	i	i	2	i	8	2	-4	i	i	0.9	i
COc1ccc(C)cc1S(=O)(=O)N1c2ccccc2CC1C (stereo not drawn)	i	i	3	i	-6	15	-12	i	i	-0.1	i
CC1CCN(Cc2nnnn2-c2cccc([N+](=O)[O-])c2)CC1	i	i	1	i	6	7	-12	i	i	-0.1	i
O=C(Nc1c2c(nn1-c1ccc([N+](=O)[O-])cc1)CS(=O)(=O)C2)c1cccs1	i	i	1	i	-12	-4	-9	i	i	0.3	i
c1ccc2oc(-c3csc(NCC4CCCO4)n3)cc2c1 (stereo not drawn)	i	i	8	i	12	-110	-154	i	i	-0.4	i
COc1ccc2[nH]c(=O)c(CN(c3ccccc3)S(=O)(=O)c3ccccc3)cc2c1	i	i	5	i	6	-7	-21	i	i	-0.4	i
COc1ccc(CCNC(=O)C2CC2)cc1	i	i	.	i	-4	3	.	i	i	-0.2	i
Cc1ccc2nc(-c3ccc(S(=O)(=O)N4CCCCC4)cc3)cn2c1	i	i	2	i	-17	-81	13	i	i	0.4	i
CCCOc1ccc2ccccc2c1/C=C1\SC(=O)NC1=O	i	i	3	i	32	8	-14	i	i	-19	i
CCc1ccc(NC(=O)NCC2CCN(Cc3cccc(Cl)c3)CC2)cc1	i	i	-1	i	8	25	-15	i	i	-0.3	i
CC1CCCC(C)N1C(=O)COC(=O)c1ccc(O)cc1 (stereo not drawn)	i	i	13	i	0	-20	11	i	i	-0.1	i
O=C(c1cc2ncccn2n1)N1CCc2c([nH]c3ccccc23)C1c1ccccc1F (stereo not drawn)	i	i	0	i	6	-21	-16	i	i	0.0	i
O=C(NCCc1ccccc1)c1ccco1	i	i	-3	i	-4	-85	-66	i	i	1.9	i
COc1ccc(/C=C(/NC(=O)c2ccccc2Cl)C(=O)NCCCC(=O)O)cc1	i	i	4	i	-14	-5	5	i	i	-0.4	i
CCc1cc(-c2n[nH]c(C)c2-c2nc3ccccc3n2C)c(O)c(CN2CCN(C)CC2)c1O	i	i	0	i	-5	-11	2	i	i	0.2	i
CCCCn1c(N)c(N(CCC(C)C)C(=O)C(C)N2C(=O)c3ccccc3C2=O)c(=O)[nH]c1=O (stereo not drawn)	i	i	.	i	-2	-1	.	i	i	-0.2	i
O=C(O)c1ccc(CNC(=O)C2CCCN2C(=O)OCc2ccccc2)cc1 (stereo not drawn)	i	i	-6	i	-2	-10	-33	i	i	-0.7	i
CNC(=O)[C@@]1(Cc2ccccc2)C=C[C@@H](C)N1C(=O)OC	i	i	.	i	-4	0	.	i	i	-0.2	i
COc1ccc(C)cc1NS(=O)(=O)c1cn(C)c(=O)n(C)c1=O	i	i	4	i	6	-5	-37	i	i	-0.3	i
Cc1ccccc1S(=O)(=O)Cc1ccc(C(=O)N2CC(C)CC(C)C2)o1 (stereo not drawn)	i	i	-2	i	6	-8	23	i	i	.	i
Cn1c2c(c(=O)n(C)c1=O)NC1(N2)C(=O)Nc2ccccc21 (stereo not drawn)	i	i	7	i	1	-14	-14	i	i	-1.1	i
O=S(=O)(NCCc1ccccc1)c1cccc2cccnc12	i	i	-2	i	-12	11	-11	i	i	0.1	i
Cc1ccc(NC(=O)c2ccccc2Cl)c(Cl)c1	i	i	-6	i	8	-83	-130	i	i	4.5	i
CN(C(=O)COC(=O)c1c2c(nc3ccccc13)CCCC2)c1c(N)n(Cc2ccccc2)c(=O)[nH]c1=O	i	i	.	i	-1	24	.	i	i	-0.9	i
CC(C)(C)NC(=O)c1cccc2c1-c1ccccc1C2=O	i	i	-2	i	0	-1	-28	i	i	-17	i
Cc1ccccc1C(=O)NC(CC(C)C)C(=O)Nc1cccc(S(=O)(=O)N(C)C)c1 (stereo not drawn)	i	i	1	i	-3	-7	-45	i	i	-0.8	i
O=C(O)c1ccc([N+](=O)[O-])c(CS(=O)(=O)c2ccc(Cl)cc2)c1	i	i	-4	i	-10	-11	-45	i	i	0.0	i
O=[N+]([O-])c1cccnc1NCCc1ccccc1	i	i	-4	i	16	-159	-44	i	i	2.3	i
O=C(CN1CCN(C(=O)C2CCCO2)CC1)Nc1cc(C(F)(F)F)ccc1Cl (stereo not drawn)	i	i	0	i	-10	8	-40	i	i	0.2	i
Cc1ccc(OCCNC(=O)c2ccccc2F)cc1	i	i	0	i	0	-23	4	i	i	2.0	i
CCCCN(CC)C(=O)c1ccc(Cl)cc1	i	i	-3	i	-3	1	0	i	i	-0.9	i
Cc1ccc(S(=O)(=O)N(C)C)cc1-n1c(SCC(=O)Nc2ccccc2)nc2ccccc2c1=O	i	i	-11	i	-3	20	7	i	i	-0.9	i
COc1ccc(-n2nnnc2Sc2ccc(S(=O)(=O)N3CCOCC3)cn2)cc1	i	i	.	i	-1	-7	.	i	i	-0.2	i
COc1cccc(CN(c2ccc3c(c2)CCC3)S(=O)(=O)c2ccc(-n3cnnn3)c(OC)c2)c1	i	i	-4	i	0	19	-14	i	i	0.0	i
O=C(Nc1ccccc1)c1cccnc1NCCc1ccccc1	i	i	-2	i	-4	0	11	i	i	0.1	i
CN(C)C(=C(C#N)C#N)N1CCN(c2ccc(Cl)c(Cl)c2)CC1	i	i	-9	i	1	23	-12	i	i	-0.9	i
Cc1c(C)n(C(=O)CN2CCC(C(N)=O)CC2)c2ccccc12	i	i	-5	i	-2	12	3	i	i	-0.2	i
Cc1ccc(-c2nc(C(=O)NCC3CCCO3)cc3c2[nH]c2ccccc23)cc1 (stereo not drawn)	i	i	-1	i	43	-8	-14	i	i	-0.1	i
Cc1cc(C(=O)N/N=C/c2cc(N=Nc3ccccc3)ccc2O)n[nH]1	i	i	0	i	88*	66*	18	-5.9*	i	19*	i
COc1ccc(N(CC(=O)Nc2ccc(C)cc2C)S(=O)(=O)c2ccccc2[N+](=O)[O-])c(OC)c1	i	i	6	i	1	22	-13	i	i	0.2	i
O=C(CSc1nccc(=O)[nH]1)NCc1ccc2c(c1)OCO2	i	i	-3	i	-1	-11	-20	i	i	0.0	i
CC(C)(C)OC(=O)NCCCC[C@H](NC(=O)c1nc[nH]c1C(=O)NC(c1ccccc1)c1ccccc1)C(=O)OC(C)(C)C	i	i	3	i	27	8	-21	i	i	-1.2	i
Cc1ccc(CS(=O)(=O)CCC(=O)NCc2ccccn2)cc1	i	i	-2	i	-1	-8	-20	i	i	-0.1	i
